PLAP inhibition: PLAP enzyme inhibitors, biochemical, luminescence, HTS (AID 690); Alkaline phosphatase, placental type (Homo sapiens); purified PLAP, luminescent substrate; higher % means a stronger effect; inhibition, % at 20 µM; hits with a dose series show IC50 in µM; 0.08% of 96,000 active; in the data active = a potency from the dose series; inactive = the rest, 99 in 100 with inhibition below about 30%; also: strong numbers were not always called active
NFkB transloc pot: enhancers of NFkB p65 translocation in HUVEC – imaging, IL-1B stimulus, high-content imaging, primary screen. HUVEC IL-1B NFkB p65 nuclear translocation imaging. 0.3% of 94,000 active. activation, % at 2 µM. AID 819, 2007;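 active = activation above 40%, about the mean plus 3 SD, also judged a hit on visual image review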;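 also: percent activation is computed from the nuclear over cytoplasmic p65 intensity ratio; values of inactives mirror those of a sister screen read the other way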
NFkB transloc inh: inhibitors of IL-1B driven NFkB p65 nuclear import, primary screen, imaging, HUVEC, IL-1B stimulus, high-content imaging | HUVEC IL-1B NFkB p65 nuclear translocation imaging | inhibition, % at 2 µM | 0.43% of 94,000 active | AID 796, 2007;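 active = inhibition above about 30% together with a positive call from visual inspection of the well image, limit read from the data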;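 also: nuclear over cytoplasmic p65 intensity ratio measured by imaging; 0% = IL-1B stimulated DMSO wells and 100% = unstimulated DMSO wells; values of inactives mirror those of a sister screen read the other way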
Bcl-B TR3 displacers: displacers of TR3 peptide from Bcl-B, primary screen, selectivity assay for Bfl-1 inhibitor project, biochemical, fluorescence polarization | Bcl-2-like protein 10 (Homo sapiens) | FP displacement of FITC-TR3 peptide from Bcl-B; higher % means a stronger effect | displacement, % at 20 µM; hits with a dose series show IC50 in µM | 0.11% of 96,000 active;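 active = displacement above 50% at 20 µM plus a fluorescence interference ratio under 1.5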;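 also: plate controls were wells without compound for no effect and wells lacking Bcl-B protein for full effect; a part of the inactive calls stands beside numbers as strong as those of hits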
MRP resist rev: reversal of MRP1-mediated doxorubicin resistance, primary screen, H69AR cells, doxorubicin co-treatment; differential viability (reversal), % at 10 µM; 0.04% of 85,000 active; H69AR cells + 2 uM doxorubicin, CellTiter-Glo, 72 h; AID 602, 2007;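 active = viability drop by adding the cancer drug above about 55%, with treated viability meeting a 40% cutoff, limit read from the data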;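 also: viability without doxorubicin minus viability with 2 µM doxorubicin for each compound; larger differential means the compound sensitizes cells more to doxorubicin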
MRP resist rev cytotoxicity: also measured in MRP resist rev; calls as there; viability, %; H69AR cells, CellTiter-Glo, 72 h; measured here: cytotoxicity without doxorubicin
MRP resist rev with doxorubicin: recorded beside MRP resist rev, whose call it bears; viability, %; measured here: viability with 2 uM doxorubicin; stronger effect = lower value
NFkB transloc inh cell count 2 µM: recorded beside NFkB transloc inh, whose call it bears; cell count; measured here: cells passing quality filter;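 raw number of nuclei counted in each imaged well without normalization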
NFkB transloc pot cell count 2 µM: recorded beside NFkB transloc pot, whose call it bears; cell count; measured here: cells passing quality filter
* = called active by the depositor; . = not tested or not shown. A portion of the library, so the mix of outcomes need not match the whole.

A first look, 3 compounds:
SMILES,PLAP inhibition,NFkB transloc pot,NFkB transloc pot cell count 2 µM,NFkB transloc inh,NFkB transloc inh cell count 2 µM,Bcl-B TR3 displacers,MRP resist rev,MRP resist rev cytotoxicity,MRP resist rev with doxorubicin
O=C(NNc1nc2ccccc2s1)C1CC1,-116%,13,127,-13,127,6%,.,.,.
CCC(=O)N1CC2(CC(c3cccc([N+](=O)[O-])c3)=NO2)C[C@H]1C(=O)NCC(N)=O (stereo partly specified),-12%,-1,94,1,94,12%,.,.,.
O=c1cc(-c2ccccc2)[nH]n1-c1nc2ccccc2[nH]1,-114%,18,192,-18,192,2%,.,.,.

This part in full, previewed entries included:
SMILES,PLAP inhibition,NFkB transloc pot,NFkB transloc pot cell count 2 µM,NFkB transloc inh,NFkB transloc inh cell count 2 µM,Bcl-B TR3 displacers,MRP resist rev,MRP resist rev cytotoxicity,MRP resist rev with doxorubicin
O=C(NNc1nc2ccccc2s1)C1CC1,-116%,13,127,-13,127,6%,.,.,.
CCC(=O)N1CC2(CC(c3cccc([N+](=O)[O-])c3)=NO2)C[C@H]1C(=O)NCC(N)=O (stereo partly specified),-12%,-1,94,1,94,12%,.,.,.
O=c1cc(-c2ccccc2)[nH]n1-c1nc2ccccc2[nH]1,-114%,18,192,-18,192,2%,.,.,.
CC(C)Cn1c(=O)c2c(nc3n2CCCN3CCc2ccccc2)n(C)c1=O,-53%,1,68,-1,68,2%,11,34,22
Cc1cc(C(=O)CN2C(=O)c3cccc(N)c3C2=O)c(C)n1Cc1cccs1,-33%,0,178,0,178,36%,.,.,.
CC1=C(C(=O)Nc2ccccc2)C(c2ccc(C(C)C)cc2)N2C(=O)CSC2=N1 (stereo unspecified),21%,-2,152,2,152,-6%,.,.,.
Clc1cccc(-c2ccc(/C=N/n3cnnc3)o2)c1,-1%,.,.,.,.,-3%,20,88,68
CC1(C)C(N(O)C(=O)Nc2ccccc2)N(c2cccc(Cl)c2)C(=O)N1O (stereo unspecified),16%,22,93,-22,93,3%,1,100,99
Cc1oc2c(CN3CCOCC3)c(O)ccc2c(=O)c1-c1ccccc1,-23%,-2,75,2,75,3%,-5,73,78
COc1ccc(NC(=O)c2coc3ccccc23)cc1OC,6%,-2,73,2,73,0%,-1,103,104
COc1ccc(-c2csc(Cc3nnc(N4CCOCC4)n3-c3ccccc3)n2)cc1OC,-47%,-3,191,3,191,2%,.,.,.
O=P(CCNCc1ccco1)(c1ccccc1)c1ccccc1,-34%,5,135,-5,135,-1%,.,.,.
O=C(CSc1n[nH]c(-c2cccnc2)n1)Nc1ccccc1,.,-5,142,5,142,.,12,98,87
Cc1nnc2sc(-c3ccc(NC(=O)c4cccnc4)cc3)nn12,.,3,111,-3,111,.,-33,10,43
COCCNC(=O)CN(c1ccccc1OC)S(C)(=O)=O,2%,4,168,-4,168,-2%,2,88,87
O=C(Oc1ccc([N+](=O)[O-])cc1)c1cc(-c2ccccc2)nc2ccccc12,-3%,34,124,-34,124,9%,.,.,.
CCCC(C)NCC(=O)Nc1ccccc1-c1ccccc1 (stereo unspecified),-70%,9,152,-9,152,11%,.,.,.
Cn1c2ccccc2n2c(=O)c(=O)n(CC(=O)c3ccc(F)cc3)nc12,-7%,47*,97*,-47,97,-2%,.,.,.
O=C1N(O)C2(C=CCCC2)/C(=N\O)C12CCCCC2 (stereo unspecified),16%,-8,126,8,126,0%,-1,95,96
O=C(Nc1ccccc1)N1CCc2ccccc21,.,26,144,-26,144,.,-2,85,87

The last 3 records of the section before lead into the next:
SMILES,PLAP inhibition,NFkB transloc pot,NFkB transloc pot cell count 2 µM,NFkB transloc inh,NFkB transloc inh cell count 2 µM,Bcl-B TR3 displacers,MRP resist rev,MRP resist rev cytotoxicity,MRP resist rev with doxorubicin
Cn1c2ccccc2n2c(=O)c(=O)n(CC(=O)c3ccc(F)cc3)nc12,-7%,47*,97*,-47,97,-2%,.,.,.
O=C1N(O)C2(C=CCCC2)/C(=N\O)C12CCCCC2 (stereo unspecified),16%,-8,126,8,126,0%,-1,95,96
O=C(Nc1ccccc1)N1CCc2ccccc21,.,26,144,-26,144,.,-2,85,87
CSCCC1NC(=O)N(CC(=O)Nc2c(Cl)cc(Cl)cc2Cl)C1=O (stereo unspecified),22%,4,174,-4,174,-7%,.,.,.
COCCn1c(C)cc(C(=O)COC(=O)c2ccc(NC(=O)CC#N)cc2)c1C,-70%,2,182,-2,182,-32%,5,104,100
Cc1cccc2cc(CN(Cc3ccc(F)cc3)C(=O)C(F)(F)F)c3nnnn3c12,.,-2,90,2,90,.,-2,76,78
Fc1ccc(C(c2nnnn2C2CCCC2)N(Cc2ccco2)CC2CCCO2)cc1 (stereo unspecified),-45%,14,55,-14,55,7%,-16,55,71
COc1cc(C)ccc1S(=O)(=O)N1CCN(C23CC4CC(CC(C4)C2)C3)CC1,-77%,1,195,-1,195,-10%,-13,78,91
O=C(Oc1ccc(OC(=O)c2ccco2)c(S(=O)(=O)c2ccc(Br)cc2)c1)c1ccco1,-6%,-5,160,5,160,-5%,.,.,.
COc1ccc(C(C)=O)c(OC(=O)c2ccc(OC)c(OC)c2)c1,-1%,15,143,-15,143,0%,6,107,100
Cc1nc(C)c(C(=O)NCc2ccccc2Cl)o1,-12%,12,100,-12,100,-7%,11,102,91
Brc1ccc(NC2=Nc3ccccc3CC2)cc1,-18%,-5,174,5,174,6%,-4,79,83
Nc1sccc1C(=O)c1ccc(Cl)cc1,10%,18,157,-18,157,-4%,8,86,77
Cc1ccc(NC(=O)c2ccc(CSc3nnnn3C)cc2)cc1,6%,-6,149,6,149,0%,.,.,.
O=C(c1ccsc1)N1CCN(C(=O)c2cccs2)CC1,12%,-1,33,1,33,-3%,12,101,89
Cn1c(NC(=O)c2ccco2)c(-c2ccc(Cl)cc2)c(=O)c2ccccc21,-12%,-3,149,3,149,-4%,5,95,90
CC(C)CC(C(=O)Nc1oc(-c2ccccc2)c(-c2ccccc2)c1C#N)N1C(=O)c2ccccc2C1=O (stereo unspecified),.,-1,102,1,102,.,8,91,83
Cn1c(=O)oc2cc(S(=O)(=O)N3CCCC(C(=O)NC4CCCc5ccccc54)C3)ccc21 (stereo unspecified),-18%,-4,189,4,189,-8%,-9,62,70
CCOC(=O)c1ccc(NC(=O)Nc2ccc3c(c2)OCCO3)cc1,.,-3,140,3,140,.,-9,64,73
CCOC(=O)N1CCN(C(=O)C2CCCCC2)CC1,5%,14,51,-14,51,-1%,-3,89,92
CC1CCCN(C(=O)C2CCN(CC3CC=CCC3)CC2)C1 (stereo unspecified),-66%,13,108,-13,108,-5%,2,92,90
CN(C)S(=O)(=O)c1cccc(-c2nnc(SCc3ccc4c(c3)OCCO4)o2)c1,-48%,.,.,.,.,5%,9,88,79
COC(=O)c1ccccc1NC(=O)N1CCN(C(=O)c2ccco2)CC1,-34%,.,.,.,.,-4%,1,91,90

3 entries from above, set out differently.
compound: O=C(Oc1ccc(OC(=O)c2ccco2)c(S(=O)(=O)c2ccc(Br)cc2)c1)c1ccco1
  PLAP inhibition: -6%	NFkB transloc pot: -5	NFkB transloc pot cell count 2 µM: 160	NFkB transloc inh: 5	NFkB transloc inh cell count 2 µM: 160	Bcl-B TR3 displacers: -5%	MRP resist rev: .	MRP resist rev cytotoxicity: .	MRP resist rev with doxorubicin: .

compound: COc1ccc(C(C)=O)c(OC(=O)c2ccc(OC)c(OC)c2)c1
  PLAP inhibition: -1%	NFkB transloc pot: 15	NFkB transloc pot cell count 2 µM: 143	NFkB transloc inh: -15	NFkB transloc inh cell count 2 µM: 143	Bcl-B TR3 displacers: 0%	MRP resist rev: 6	MRP resist rev cytotoxicity: 107	MRP resist rev with doxorubicin: 100

compound: Cc1nc(C)c(C(=O)NCc2ccccc2Cl)o1
  PLAP inhibition: -12%	NFkB transloc pot: 12	NFkB transloc pot cell count 2 µM: 100	NFkB transloc inh: -12	NFkB transloc inh cell count 2 µM: 100	Bcl-B TR3 displacers: -7%	MRP resist rev: 11	MRP resist rev cytotoxicity: 102	MRP resist rev with doxorubicin: 91

(list continues)
Results follow in this order: PLAP inhibition	NFkB transloc pot	NFkB transloc pot cell count 2 µM	NFkB transloc inh	NFkB transloc inh cell count 2 µM	Bcl-B TR3 displacers	MRP resist rev	MRP resist rev cytotoxicity	MRP resist rev with doxorubicin
> Cc1ccccc1NC(=O)CCN1CCN(C/C=C/c2ccccc2)CC1
 : -57%	11	121	-11	121	-22%	0	89	89
> CSc1nc2ccccc2n1C(=O)NC1CCCCC1
 : 0%	4	166	-4	166	-4%	-4	57	61
> O=C(/C=C/c1ccco1)NC(=S)NNC(=O)c1ccco1
 : .	0	101	0	101	.	-22	62	83
> CCOc1ccc(N(CC(=O)NCC2CCCO2)S(=O)(=O)c2ccc(SC)cc2)cc1 (stereo unspecified)
 : -77%	4	151	-4	151	6%	10	102	92
> CC(=O)N=c1cccc(NC(C)=O)n1O
 : 17%	15	83	-14	83	2%	-9	89	98
> Cc1ccc(N2CC(C(=O)N3CCc4ccccc43)CC2=O)cc1 (stereo unspecified)
 : 9%	8	158	-8	158	-9%	7	95	88
> CCn1c(SCc2nc3ccccc3s2)nnc1-c1ccccc1
 : -17%	16	195	-16	195	-35%	0	68	67
> Cc1c(Cl)cccc1NC(=O)CSc1ncnc2c1cnn2CCc1ccccc1
 : 20%	-6	169	6	169	-100%	.	.	.
> CC(=O)c1ccc(NC(=O)C2CCCNC2=O)cc1 (stereo unspecified)
 : 6%	.	.	.	.	3%	5	101	96
> O=C(Nc1ccc2c(c1)OCO2)NC1(C(F)(F)F)Oc2ccccc2O1
 : 2%	-2	134	2	134	-5%	-11	26	37
> CCCCn1c(-c2ccsc2)nc2c1c(=O)[nH]c(=O)n2CCC
 : -8%	3	179	-3	179	6%	29	76	47
> CC1Cc2ccccc2N1C(=O)CSC1=NCCS1 (stereo unspecified)
 : 4%	8	193	-8	193	-4%	-12	46	58
